NFkB SMM – binders of human NF-kappa-B p105. calls only. Small molecule microarray, anti-His fluorescence binding. AID 624139. hit rate 1.3% among 17,000. P19838;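 active means spot fluorescence over background significantly raised, with a chance value under 7% in all four replicate spots of the compound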;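 further: probe protein is his-tagged human p50 processed subunit at 1 µg/ml; raw spot fluorescence signals with no normalization applied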
Target sequence (P19838 1-433 limits assumed): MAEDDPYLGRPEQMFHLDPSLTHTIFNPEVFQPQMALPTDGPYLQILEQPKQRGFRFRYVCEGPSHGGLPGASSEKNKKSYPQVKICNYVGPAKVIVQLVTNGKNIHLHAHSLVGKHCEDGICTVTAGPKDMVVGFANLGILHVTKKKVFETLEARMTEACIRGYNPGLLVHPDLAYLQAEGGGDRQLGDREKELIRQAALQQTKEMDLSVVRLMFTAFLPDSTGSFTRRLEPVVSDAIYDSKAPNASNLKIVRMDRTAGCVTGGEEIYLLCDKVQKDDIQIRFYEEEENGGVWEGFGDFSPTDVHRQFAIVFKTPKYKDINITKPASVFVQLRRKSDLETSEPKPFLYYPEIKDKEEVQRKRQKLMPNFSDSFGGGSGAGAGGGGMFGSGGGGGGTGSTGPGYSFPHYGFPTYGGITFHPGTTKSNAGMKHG
Calls only; i = inactive; + = active, no number. Some of the compounds tested (hit frequency here may not be typical).

canonical_smiles,NFkB SMM
CCOc1ccc(C(=O)c2oc3ccccc3c2NC(=O)c2cc(OC)c(OC)c(OC)c2)cc1,i
CCOC(=O)C1=C(C)NC(=S)NC1c1cc(I)c(OCC#N)c(OC)c1 (centres undefined),i
C[C@H]1CN([C@@H](C)CO)C(=O)c2cc(N(C)C)ccc2O[C@H]1CN(C)Cc1ccc(C(F)(F)F)cc1,i
Cc1ccc(C(C)C)c(O)c1C(=O)O,i
CC(C)(O)C(O)COc1c2ccoc2cc2oc(=O)ccc12 (centres undefined),i
C[C@@H]1CN([C@H](C)CO)C(=O)c2cc(NC(=O)NC3CCCCC3)ccc2O[C@H]1CN(C)C(=O)Nc1ccc2c(c1)OCO2,i
C[C@@H]1CN([C@H](C)CO)C(=O)Cc2cc(NC(=O)c3ccncc3)ccc2O[C@@H]1CN(C)Cc1ccccc1,i
CC(=O)Nc1ccc(S(=O)(=O)NC2(C(F)(F)F)C(=O)N(C3CCCCC3)C(C)=C2C(C)=O)cc1 (centres undefined),i
Cc1noc(C)c1S(=O)(=O)Nc1ccc2c(c1)C(=O)N([C@@H](C)CO)C[C@H](C)[C@H](CN(C)C(=O)NC(C)C)OCCCC[C@H](C)O2,i
COc1ccc(COCC23N=C4SCc5ccccc5CN4[C@H](c4ccccc4O2)[C@H]3COC(=O)c2ccccc2)cc1,i
COC(=O)c1c(NC(=O)C(C)Oc2ccc(F)cc2)sc(C(C)=O)c1C (centres undefined),i
COc1ccc(S(=O)(=O)Nc2cccc3c2O[C@@H](CN(C)S(=O)(=O)c2ccc(F)cc2)[C@H](C)CN([C@H](C)CO)C3=O)cc1,i

Not a retest: twelve of the compounds above.
canonical_smiles,NFkB SMM
CCOc1ccc(C(=O)c2oc3ccccc3c2NC(=O)c2cc(OC)c(OC)c(OC)c2)cc1,i
CCOC(=O)C1=C(C)NC(=S)NC1c1cc(I)c(OCC#N)c(OC)c1 (centres undefined),i
C[C@H]1CN([C@@H](C)CO)C(=O)c2cc(N(C)C)ccc2O[C@H]1CN(C)Cc1ccc(C(F)(F)F)cc1,i
Cc1ccc(C(C)C)c(O)c1C(=O)O,i
CC(C)(O)C(O)COc1c2ccoc2cc2oc(=O)ccc12 (centres undefined),i
C[C@@H]1CN([C@H](C)CO)C(=O)c2cc(NC(=O)NC3CCCCC3)ccc2O[C@H]1CN(C)C(=O)Nc1ccc2c(c1)OCO2,i
C[C@@H]1CN([C@H](C)CO)C(=O)Cc2cc(NC(=O)c3ccncc3)ccc2O[C@@H]1CN(C)Cc1ccccc1,i
CC(=O)Nc1ccc(S(=O)(=O)NC2(C(F)(F)F)C(=O)N(C3CCCCC3)C(C)=C2C(C)=O)cc1 (centres undefined),i
Cc1noc(C)c1S(=O)(=O)Nc1ccc2c(c1)C(=O)N([C@@H](C)CO)C[C@H](C)[C@H](CN(C)C(=O)NC(C)C)OCCCC[C@H](C)O2,i
COc1ccc(COCC23N=C4SCc5ccccc5CN4[C@H](c4ccccc4O2)[C@H]3COC(=O)c2ccccc2)cc1,i
COC(=O)c1c(NC(=O)C(C)Oc2ccc(F)cc2)sc(C(C)=O)c1C (centres undefined),i
COc1ccc(S(=O)(=O)Nc2cccc3c2O[C@@H](CN(C)S(=O)(=O)c2ccc(F)cc2)[C@H](C)CN([C@H](C)CO)C3=O)cc1,i

New compounds follow
canonical_smiles,NFkB SMM
CCCNC(=O)[C@@]1(C)c2ccccc2C(=O)N(Cc2ccccc2)[C@H]1c1ccc(CO)cc1,i
CNC[C@@H]1OCCCC[C@H](C)Oc2ccc(N(C)C)cc2C(=O)N([C@H](C)CO)C[C@H]1C,i
O=C(Nc1ccccc1)C1=C[C@H](c2ccc(Br)cc2)C[C@H](OCc2ccc(CO)cc2)O1,i
CCO[C@@H]1OC(C(=O)N2CCOCC2)=C[C@H](C)[C@H]1CCCO,i
CNC[C@H]1OCc2cnnn2CCCC(=O)N([C@@H](C)CO)C[C@@H]1C,i
COc1ccc(S(=O)(=O)N(C)C[C@@H]2Oc3ccc(NC(=O)Cn4cnnn4)cc3C(=O)N([C@H](C)CO)C[C@@H]2C)cc1,i
Oc1ccc(Br)cc1CNc1nc2ccccc2[nH]1,i
C[C@@H]1CCCCO[C@H](CN(C)C(=O)Nc2ccccc2)[C@@H](C)CN([C@H](C)CO)C(=O)c2cc(NC(=O)Nc3ccccc3)ccc2O1,i
C[C@@H]1CN([C@H](C)CO)C(=O)CCCn2cc(nn2)CO[C@H]1CN(C)C(=O)Nc1ccc2c(c1)OCO2,i
CNC[C@H]1OCCCC[C@@H](C)Oc2ccc(NC(=O)NC(C)C)cc2C(=O)N([C@@H](C)CO)C[C@H]1C,i
CC(C)NC(=O)Nc1cccc2c1O[C@H](CN(C)Cc1ccccc1)[C@@H](C)CN([C@@H](C)CO)C2=O,i
C[C@@H]1CN([C@H](C)CO)C(=O)CCCn2cc(nn2)CO[C@@H]1CN(C)C(=O)Nc1ccc(N2CCCCC2)cc1,i

Next entries follow:
canonical_smiles,NFkB SMM
C[C@H](CO)N1C[C@H](C)[C@H](CN(C)S(C)(=O)=O)OCc2cn(nn2)CCCC1=O,i
C[C@H](CO)N1C[C@H](C)[C@H](CN(C)CC2CC2)OCCCC[C@H](C)Oc2ccc(NC(=O)Nc3ccccc3)cc2C1=O,i
Cc1noc(C)c1S(=O)(=O)Nc1cccc2c1O[C@H](CN(C)Cc1ccccc1)[C@H](C)CN([C@@H](C)CO)C2=O,i
C[C@@H]1CN([C@@H](C)CO)C(=O)c2cc(NC(=O)Cc3ccccc3)ccc2O[C@@H](C)CCCCO[C@@H]1CN(C)C(=O)CCCN(C)C,i
CCO[C@@H]1OC(C(N)=O)=C[C@H](C2CCCCC2)[C@H]1CCCO,i
C[C@H](CO)N1C[C@H](C)[C@@H](CN(C)C(=O)Nc2cccc3ccccc23)Oc2ccc(NC(=O)Cn3cnnn3)cc2CC1=O,i
CC(C)NC(=O)N(C)C[C@H]1Oc2c(NC(=O)C3CCOCC3)cccc2C(=O)N([C@H](C)CO)C[C@@H]1C,i
C[C@@H]1CN([C@@H](C)CO)C(=O)Cc2cc(NC(=O)NC3CCCCC3)ccc2O[C@H]1CN(C)C(=O)Nc1ccccc1,i
C[C@H](CO)N1C[C@H](C)[C@H](CN(C)C(=O)Nc2cccc3ccccc23)Oc2ccc(NC(=O)CCC(F)(F)F)cc2CC1=O,i
O=C(/C=C/c1ccccc1)OCC1=CC[C@@H]2C(C(=O)O)=CO[C@@H](O[C@@H]3O[C@H](CO)[C@@H](O)[C@H](O)[C@H]3O)[C@H]12,i
CCN(CC)C(=O)c1ccc(O)c(OC)c1,i
C[C@H](CO)N1C[C@H](C)[C@@H](CN(C)C(=O)NC2CCCCC2)Oc2c(NC(=O)Nc3ccccc3)cccc2C1=O,i

(further entries)
canonical_smiles,NFkB SMM
C[C@@H]1CN([C@@H](C)CO)C(=O)c2cc(NC(=O)CCCN(C)C)ccc2O[C@@H](C)CCCCO[C@H]1CN(C)S(=O)(=O)c1ccccc1,i
Cc1ccc(Cn2c(NCc3nc4ccccc4n3C)nc3ccccc32)cc1,i
C[C@@H]1CCCCO[C@H](CN(C)C)[C@@H](C)CN([C@H](C)CO)C(=O)c2cc(NC(=O)Nc3ccc(C(F)(F)F)cc3)ccc2O1,i
COc1cc(Br)cc2cc(C(=O)NCCCN3CCOCC3)c(=O)oc12,i
COc1ccc(OCC(=O)Nc2ccc(-c3nc4ccccc4s3)c(Cl)c2)cc1,i
COc1ccc([Si](C)(C)[C@@H]2[C@@H](CCn3cc([C@H](O)c4ccccc4)nn3)O[C@]3(C(=O)N(Cc4cccc(N5CCOC5=O)c4)c4ccccc43)[C@H]2C)cc1,i
O=C(C1=C[C@H](C2CC2)C[C@H](OCCCCO)O1)N1CCN(Cc2ccc3c(c2)OCO3)CC1,i
C[C@@H]1CCCCO[C@H](CN(C)C(=O)Nc2ccc3c(c2)OCO3)[C@@H](C)CN([C@@H](C)CO)C(=O)c2cc(NS(=O)(=O)c3ccc(F)cc3)ccc2O1,i
CC(C)NC(=O)Nc1cccc2c1O[C@@H](CN(C)S(=O)(=O)c1ccc(Cl)cc1)[C@@H](C)CN([C@@H](C)CO)C2=O,i
Cc1ccc(S(=O)(=O)Nc2ccc3c(c2)C(=O)N([C@@H](C)CO)C[C@H](C)[C@@H](CN(C)Cc2ccc(-c4ccccc4)cc2)O3)cc1,i
COc1ccc(CN(C)C[C@H]2Oc3ccc(NS(C)(=O)=O)cc3C(=O)N([C@@H](C)CO)C[C@@H]2C)cc1,i
CN(c1ccc(OCC(=O)O)cc1)S(=O)(=O)c1ccc(F)cc1,+

Carrying on.
canonical_smiles,NFkB SMM
CC(C)(c1ccc(NS(=O)(=O)C(F)(F)F)cc1)c1ccc(C(C)(C)c2cccc(NS(=O)(=O)C(F)(F)F)c2)cc1,i
CC(C)(CO)NCc1ccc(-c2ccccc2)o1,i
CCC1=C(C)CN(C(=O)NCCc2ccc(S(=O)(=O)NC(=O)NC3CCC(C)CC3)cc2)C1=O (centres undefined),i
O=C(CSc1nc(O)cc(=O)n1-c1ccccc1)N1CCc2ccccc21,i
C[C@H](CO)N1C[C@H](C)[C@H](CN(C)C)Oc2c(NS(=O)(=O)c3cn(C)cn3)cccc2C1=O,i
C[C@@H]1CN([C@H](C)CO)C(=O)c2cc(NC(=O)Nc3ccc(C(F)(F)F)cc3)ccc2O[C@@H]1CN(C)C(=O)NC1CCCCC1,i
C[C@@H]1CN([C@@H](C)CO)C(=O)c2cc(NC(=O)Cc3ccccc3)ccc2O[C@H]1CN(C)C(=O)Nc1ccccc1,i
O=C(Nc1ccccc1)C1=C[C@H](C2CC2)C[C@H](OCCCCO)O1,i
N#CC1=C(SCC(=O)Nc2cccc3cccnc23)NC(=O)C(C#N)C12CCCCC2 (centres undefined),i
COc1ccc(CN(C)C[C@H]2Oc3c(NS(=O)(=O)c4cn(C)cn4)cccc3C(=O)N([C@H](C)CO)C[C@@H]2C)cc1,i
Cc1cc(Cl)ccc1OC(C)C(=O)Nc1cccc(NC(=O)c2ccco2)c1 (centres undefined),i
C[C@@H]1CN([C@@H](C)CO)C(=O)c2cccc(NC(=O)c3ccncc3)c2O[C@@H]1CN(C)C(=O)Nc1ccccc1,i

More structures.
| mol | NFkB SMM |
| --- | --- |
| C=C1C2=C(O[C@H](/C(C)=C/C(C)CC(C)CC)[C@@H](O)[C@@H]2O)C(=O)N1OC (some centres undefined) | i |
| CC1CCc2c(sc3ncnc(SCCO)c23)C1 (centres undefined) | i |
| Cc1ccc([N+](=O)[O-])cc1NC(=O)CN(Cc1ccccc1)S(C)(=O)=O | i |
| COc1ccc(NC(=O)Nc2cccc3c2O[C@@H](CN(C)S(=O)(=O)c2ccc(OC)cc2)[C@@H](C)CN([C@H](C)CO)C3=O)cc1 | i |
| C[C@H]1CCCCO[C@H](CN(C)Cc2ccncc2)[C@@H](C)CN([C@@H](C)CO)C(=O)c2cc(N(C)C)ccc2O1 | i |
| CNC[C@@H]1OCCCC[C@H](C)Oc2ccc(NC(=O)Nc3ccc(F)cc3)cc2C(=O)N([C@@H](C)CO)C[C@H]1C | i |
| C=CCNC(=O)[C@H]1[C@@H]2C(=O)O[C@@H](c3ccccc3)[C@@H](c3ccccc3)N2[C@@H](c2ccccc2OCCO)[C@]12C(=O)Nc1ccc(C#CCNC(N)=O)cc12 | i |
| C[C@H]1CN([C@@H](C)CO)C(=O)c2cccc(NC(=O)C3CCOCC3)c2O[C@H]1CN(C)CC1CC1 | i |
| C[C@H]1CN([C@@H](C)CO)C(=O)c2cc(NC(=O)Cc3cn(C)c4ccccc34)ccc2O[C@H]1CN(C)CC1CC1 | i |
| O=C1O[C@@H](c2ccccc2)[C@@H](c2ccccc2)N2[C@@H](c3ccccc3OCCO)[C@]3(C(=O)Nc4ccccc43)[C@@H](C(=O)N3CCCCCCC3)[C@H]12 | i |
| C[C@H](CO)N1C[C@H](C)[C@@H](CN(C)S(=O)(=O)c2ccc(F)cc2)Oc2c(NS(=O)(=O)c3ccc(Cl)cc3)cccc2C1=O | i |
| CNC[C@H]1Oc2c(NS(=O)(=O)c3ccc(OC)cc3)cccc2C(=O)N([C@@H](C)CO)C[C@@H]1C | i |
| CCO/C([O-])=N\c1c[n+](N2CCOCC2)no1 | i |
| Cc1cccc(CN(C)C[C@H]2OCc3cn(nn3)CCCC(=O)N([C@@H](C)CO)C[C@@H]2C)c1 | i |
| CO/N=C(\C(=O)N[C@@H]1C(=O)N2C(C(=O)O)=C(COC(C)=O)CS[C@H]12)c1csc(N)n1 | i |
| Cn1c(SCC(=O)N2CCc3ccccc32)nnc1-c1ccc(NC(=O)c2ccccc2Br)cc1 | i |
| CSc1ccccc1NC(=O)C(C)n1nc([N+](=O)[O-])c(Br)c1C (centres undefined) | i |
| Cc1noc(C)c1S(=O)(=O)Nc1ccc2c(c1)C(=O)N([C@@H](C)CO)C[C@H](C)[C@H](CN(C)C(=O)Cc1ccccc1)OCCCC[C@H](C)O2 | i |
| COc1ccc(S(=O)(=O)N(C)C[C@@H]2Oc3c(NC(=O)c4ccncc4)cccc3C(=O)N([C@H](C)CO)C[C@@H]2C)cc1 | i |
| CCOC(=O)c1cnc2oc3ccc(O)cc3c2c1-c1ccccc1 | i |
| C[C@H](CO)N1C[C@H](C)[C@@H](CN(C)S(=O)(=O)c2cccs2)Oc2ccc(NC(=O)Cc3cn(C)c4ccccc34)cc2CC1=O | i |
| C[C@@H]1CCCCO[C@H](CN(C)S(C)(=O)=O)[C@H](C)CN([C@@H](C)CO)C(=O)c2cc(NC(=O)c3ccncc3)ccc2O1 | i |
| C=CCN1Cc2ccccc2[C@H]2OC(c3ccc(OCCCO)cc3)=N[C@@]2(Cc2ccccc2)C1=O | i |
| C[C@@H]1CC(=O)C2=C(C1)C[C@@H](O)[C@@]1(O)C2C(=O)c2cccc(O)c2[C@@H]1O (some centres undefined) | i |
| Cc1c(CC(=O)O)c(=O)oc2cc(OCC(=O)O)ccc12 | i |
| CCO[C@H]1OC(C(=O)O)=C[C@@H](c2ccccc2)[C@@H]1CCCO | i |
| CC12CCC3C(CCC4CC(O)CCC43C)C1CC=C2c1ccccc1 (centres undefined) | i |
| O=C(CSc1nc2ccc(NC(=O)c3ccccc3F)cc2s1)c1cccc([N+](=O)[O-])c1 | i |
| O=C1c2ccccc2-[n+]2ccc3c([nH]c4ccccc43)c21 | i |
| CNC(=S)N(Cc1ccncc1)C1CC(=O)N(c2ccc(OC)cc2)C1=O (centres undefined) | i |
| c1ccc(COCCCc2cnc[nH]2)cc1 | i |
| O=C(O)CCC/C=C\CC1C2CCC(O2)C1CNNC(=O)Nc1ccccc1 (centres undefined) | i |

Bioassay records from PubChem.
